Screening results from PubChem BioAssay.
Tau ThT inhib = blocks human tau fibril formation measured by thioflavin T; recombinant tau K18 P301L (four-repeat tau fragment), heparin-induced fibrillization, ThT fluorescence; Potency, µM (highest dose often 57.4 µM), for inactives: at the highest dose activity, negative = inhibition, actives largely listed as inhibitors; hit rate 2.1% among 270,000; AID 1460; note: nearly all actives have a fitted effect of over 55% in size
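Heparin-induced fibrillization of the P301L-mutant K18 repeat-domain fragment of human tau was followed by ThT binding in quantitative high-throughput format.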
L3MBTL1 inh = L3MBTL1 (human) inhibition; Q9Y468; AlphaScreen L3MBTL1–H3K9me1 peptide binding; Potency, µM (titrated, usually from 57.1 µM), inactives show top-dose activity, negative = inhibition, actives largely listed as inhibitors; hit rate 0.66% among 230,000; note: nearly all actives have a fitted effect of over 60% in size
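Read-out is AlphaScreen signal from streptavidin donor and nickel chelate acceptor beads (10 ug/mL final each) bridging L3MBTL1 (50 nM) and biotinylated K9-monomethylated H3(1-15) peptide (75 nM), after 30 min compound exposure at room temperature.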
TexasRed fluor = Texas Red fluorescence interference in TRb-SRC2 counter-screen. AID 1479. Potency, µM (titrated, usually from 106 µM), inactives show at the highest dose fluorescence change, negative = quenching. hit rate 0.29% among 280,000. TRb/SRC2 Texas Red total fluorescence interference; active = well fitted curve in either direction with a large enough effect; inconclusive = small, poorly fitted or top-dose-only effect
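Human TRb ligand-binding domain at 0.6 uM with 20 nM Texas Red SRC2 peptide in Tris buffer containing 1 uM T3 and 5% DMSO, incubated with compound 5 h at ambient temperature. Total fluorescence (555/632 nm) calculated as parallel + 2 × perpendicular.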
Tau fibril FP = inhibitors of human tau fibril formation. P10636. K18 P301L tau heparin fibrillization, Alexa594 FP, 6 h. Potency, µM (top dose mostly 57.7 µM), for inactives: at the highest dose activity, negative = inhibition, usual class: inhibitors. hit rate 0.39% among 280,000. AID 1468; note: nearly all actives have a fitted effect of over 55% in size
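Quantitative HTS format: compounds meet 15 uM recombinant K18 P301L tau and Alexa 594-tau tracer in 100 mM sodium acetate pH 7; 20 uM heparin triggers fibrillization at 37 C over 6 hr; FP gives the signal.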
TRb-SRC2 inh = TRbeta-SRC2 interaction inhibition; TRbeta-SRC2 peptide binding, fluorescence polarization; receptor liganded with 1 µM T3; Potency, µM (series often up to 106 µM), inactives show at the highest dose activity change, negative = inhibition, actives largely listed as inhibitors; hit rate 0.065% among 280,000; AID 1469;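 note: plate controls were bound peptide for no effect and peptide without receptor for full effect; nearly all actives have a fitted effect of over 50% in size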
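Human TRb ligand-binding domain (0.6 uM) is mixed with 20 nM Texas Red SRC2 peptide and 1 uM T3; after compound addition and 5 hr at ambient temperature, polarization is measured and normalized to unbound and bound controls.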
GoLoco inh red = blocks human Gai1 binding to RGS12 GoLoco peptide, red readout. P63096. Potency, µM (series often up to 61.6 µM), for inactives: top-dose activity, negative = inhibition, actives largely listed as inhibitors. Gai1:RGS12 GoLoco peptide FP, rhodamine, 10 min. hit rate 0.44% among 230,000. AID 880; active = well fitted inhibition curve with a large enough effect, not every such curve was filed as active; inactive = no such curve, though single readings can be large or run the other way; note: nearly all actives have a fitted effect of over 30% in size; many of its hits are not listed in these tables
Target sequence (P63096 whole entry, looked up): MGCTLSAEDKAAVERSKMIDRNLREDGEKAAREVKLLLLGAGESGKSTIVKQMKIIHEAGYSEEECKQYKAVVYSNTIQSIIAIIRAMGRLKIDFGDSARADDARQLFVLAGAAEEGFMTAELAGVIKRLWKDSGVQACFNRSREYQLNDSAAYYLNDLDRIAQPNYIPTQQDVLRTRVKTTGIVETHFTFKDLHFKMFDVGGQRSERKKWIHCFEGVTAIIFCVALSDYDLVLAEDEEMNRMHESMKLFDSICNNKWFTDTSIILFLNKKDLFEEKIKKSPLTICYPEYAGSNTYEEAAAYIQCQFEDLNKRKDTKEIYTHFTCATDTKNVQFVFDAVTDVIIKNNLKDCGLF
RECQ1 helicase = blocks DNA unwinding by human RECQ1 | Potency, µM (top dose mostly 57.3 µM), without a hit: top-dose activity, negative = inhibition, most hits filed as inhibitors | P46063 | hit rate 0.54% among 240,000 | RECQ1 DNA unwinding, red fluorescence kinetic read;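 note: plate controls were vehicle for no effect and no enzyme for full effect; nearly all actives have a fitted effect of over 30% in size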
Target sequence (P46063 whole entry, looked up): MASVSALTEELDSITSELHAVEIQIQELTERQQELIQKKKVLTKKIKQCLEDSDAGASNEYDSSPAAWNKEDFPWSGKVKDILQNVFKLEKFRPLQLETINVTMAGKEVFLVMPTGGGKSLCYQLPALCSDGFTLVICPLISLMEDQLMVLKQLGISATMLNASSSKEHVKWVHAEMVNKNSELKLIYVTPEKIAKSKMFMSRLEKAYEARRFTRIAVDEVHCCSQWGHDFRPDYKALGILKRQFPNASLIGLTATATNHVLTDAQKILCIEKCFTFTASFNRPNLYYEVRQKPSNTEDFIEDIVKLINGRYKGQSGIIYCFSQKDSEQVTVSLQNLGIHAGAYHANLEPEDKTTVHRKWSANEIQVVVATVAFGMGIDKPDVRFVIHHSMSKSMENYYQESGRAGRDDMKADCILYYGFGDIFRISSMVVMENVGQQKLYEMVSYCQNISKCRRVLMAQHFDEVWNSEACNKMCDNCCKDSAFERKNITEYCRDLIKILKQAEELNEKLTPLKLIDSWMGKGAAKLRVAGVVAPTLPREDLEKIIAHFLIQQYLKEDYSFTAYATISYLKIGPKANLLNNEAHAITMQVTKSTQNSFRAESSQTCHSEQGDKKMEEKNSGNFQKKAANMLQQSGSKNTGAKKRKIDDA
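RECQ1T1 50 nM; forked duplex (20 bp + 30-nt ss tails) 200 nM, ATP 2 mM final; pH 8.0, 2 mM MgCl2, 2.5 ug/ml poly(dI-dC); 15 min compound preincubation; discontinuous kinetic read over 2 h at RT.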
JMJD2E inh = blocks human JMJD2E demethylase activity | B2RXH2 | JMJD2E catalytic domain, FDH-coupled NADH fluorescence (FDH is formaldehyde dehydrogenase) | Potency, µM (doses to about 57.1 µM), for inactives: at the top dose activity change, negative = inhibition, hits mostly inhibitors | hit rate 1.6% among 230,000; active = well fitted inhibition curve with a large enough effect, not every such curve was filed as active; inconclusive = small, poorly fitted or top-dose-only effect, or another doubt; inactive = no such curve, though single readings can be large or run the other way;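 note: 0% = wells with enzyme and -100% = buffer wells without enzyme; nearly all actives have a fitted effect of over 50% in size; many of its hits are not listed in these tables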
* marks the source's active call; other numbers are inactive results; i = inactive; ? = inconclusive; / = no result given; [ ] = remark or other dose. Unless noted, calls come from the whole dose curve; as a rule, active = well fitted curve in the direction sought with a large enough effect; inconclusive = small, poorly fitted or top-dose-only effect, or another doubt; inactive = no such curve, though single readings can be large; an effect the other way counts as inactive or inconclusive. Unless noted, % is set by controls: 0 for no effect and ±100 for the full control effect; potency is the fitted concentration of half-maximal effect. An excerpt; rates above refer to the full screens.

SMILES | Tau ThT inhib | L3MBTL1 inh | TexasRed fluor | Tau fibril FP | TRb-SRC2 inh | GoLoco inh red | RECQ1 helicase | JMJD2E inh
COc1ccccc1N(CC(=O)NC1CCCCC1)C(=O)c1csnn1 | -3% | 7% | -11% | 1% | 1% | -15% | i | -1%
COc1ccc(-n2c(=O)/c(=C\c3cccs3)s/c2=C(/C#N)C(=O)N2CCN(C)CC2)cc1 | -12% | / | 1% | -5% | 2% | 20% | -7% | 7%
Cc1ccc(-n2c(=O)[nH]cc(C(=O)N3CCc4ccccc43)c2=O)cc1C | ? | 9% | 0% | -5% | -5% | -8% | i | 1%
O=C(CSc1nnc(-c2ccccc2)c(-c2ccccc2)n1)NC1CCCCC1 | -10% | / | -1% | -2% | 0% | / | / | /
O=C(NCc1ccco1)C(=O)NCC1OCCN1S(=O)(=O)c1ccccc1 (stereo unspecified) | -16% | -26% | -1% | 1% | -7% | 12% | -16% | -10%
C/C(N)=C(/C#N)C(=O)COC(=O)CC12CC3CC(CC(C3)C1)C2 | -10% | / | -1% | -16% | -5% | 12% | 12% | -1%
COc1ccccc1N=c1oc2cc(O)ccc2cc1C(=O)NCC1CCCO1 (stereo unspecified) | ? | -11% | -7% | 5% | -6% | 16% | -11% | ?
O=C(NNc1c2ccccc2nc2ccccc12)C(O)c1ccccc1 (stereo unspecified) | 14µM* | / | -3% | 11% | -3% | 4% | 0% | -3%
CCC(NC(=O)C1CCC1)c1ccccc1 (stereo unspecified) | 2% | -21% | 0% | 2% | 8% | 4% | -4% | 6%
O=C(Cc1ccccc1)Nc1sc2c(c1C(=O)Nc1cccc(Cl)c1)CCCCC2 | -16% | / | 4% | -11% | 0% | / | / | /
O=C(Cn1c(=O)c2cc(Cl)ccc2n2nncc12)Nc1ccccc1 | 5% | / | ? | -9% | -5% | / | / | /
Cc1ccc(NS(=O)(=O)c2ccc(CCC(=O)NC3CC3)cc2)cc1 | -16% | / | 0% | -7% | 6% | -6% | 13% | 3%
CC(=O)/C(CN1CCCCC1)=N\O | 1% | 6% | -1% | 10% | -5% | -10% | i | -4%
O=C(NC1CCCCC1)c1ccc(CS(=O)(=O)Cc2ccccc2F)o1 | -8% | -8% | -2% | ? | -19% | -1% | -2% | 6%
CC(C)(C)OC(=O)NCCCCCNC(=O)c1[nH]cnc1C(=O)N[C@@H](Cc1ccccc1)C(=O)OCc1ccccc1 | -7% | -17% | 1% | -20% | 6% | -2% | -14% | -4%
CCOC(=O)Cc1csc(NC(=O)/C=C/c2cccc(Br)c2)n1 | 1% | 15% | -1% | -3% | 0% | 13% | -2% | ?
CC(Sc1nc(-c2ccccc2)cc(=O)[nH]1)C(=O)O (stereo unspecified) | 2% | / | -9% | 12% | -9% | 3% | -9% | 2%
CC1=C(c2ccc(C(C)C)cc2)S(=O)(=O)N=C1N1CCC(C(=O)NCc2ccc(C)o2)CC1 | -14% | / | 4% | -4% | -1% | / | / | /
COC(=O)c1ccc(NC(=O)Nc2ccc3c(c2)nc(C)n3C)cc1 | ? | -2% | 0% | 2% | -4% | 8% | -11% | -5%
CCCN(CCC)S(=O)(=O)c1ccc(NC(=O)C2CCCO2)cc1 (stereo unspecified) | -3% | -2% | 1% | 2% | -15% | 11% | -4% | 5%
CC(C)n1nc(C(=O)NCc2ccc3c(c2)OCO3)c2ccccc2c1=O | -10% | / | -2% | -14% | 7% | -2% | -8% | -10%
CCCN1CCN(C(=O)CCCn2c(C)c3cnn(-c4ccccc4)c(=O)c3c2C)CC1 | -18% | / | 3% | 3% | -8% | -3% | -10% | -16%
Cc1c(C(=O)N(Cc2ccc(N(C)C)cc2)Cc2ccco2)oc2cc(Br)ccc12 | -17% | / | 3% | ? | -6% | / | / | /
CCC1(CC)NC(=O)N(Cc2nc3ccccc3s2)C1=O | -6% | -1% | 1% | 0% | 1% | -3% | -14% | 2%
CCC(=O)NC1CC(=O)N(c2ccc3c(c2)OCCO3)C1 (stereo unspecified) | 9% | / | 0% | -4% | -3% | / | / | /
Later entries
SMILES | Tau ThT inhib | L3MBTL1 inh | TexasRed fluor | Tau fibril FP | TRb-SRC2 inh | GoLoco inh red | RECQ1 helicase | JMJD2E inh
CC(=O)NCCc1cc2ccc(C)cc2[nH]c1=O | -8% | 5% | 1% | -2% | -6% | -5% | -13% | ?
Cc1ccc2nsnc2c1S(=O)(=O)N(CCO)Cc1cc2cc3c(cc2[nH]c1=O)OCCO3 | -4% | 8% | 0% | 6% | -1% | 6% | 5% | -20%
Cc1c(C(=O)O)oc2c1C(=O)CC(C)(C)C2 | -6% | 4% | 0% | -7%[2.34 µM] | -2% | 14% | -2% | -2%
CCOC(=O)Nc1ccc(C(=O)/C=C/c2ccccc2)cc1 | ? | -11% | 0% | 3% | -6% | 15% | 13% | -25%
Cc1ccc(NC(=O)Cc2csc(C)n2)c(C)c1 | 3% | / | 1% | 8% | -8% | / | / | /
S=c1[nH]nc2nnc3ccccc3n12 | ? | 1% | -6% | -11% | 7% | -19% | -4% | -14%
Cc1occc1C(=O)Nc1ccccc1C(=O)O | -10% | 9% | 0% | -6% | 7% | 4% | -19% | -5%
CCC(CC)C(=O)Nc1cccc(C(=O)N2CCCC2)c1 | 3% | / | -2% | 8% | -2% | -1% | -6% | -2%
CCN(CC)c1ccc(C=Nc2ccccc2)c(O)c1 | ? | -4% | 5% | -11% | -3% | 42%[activator] | 0% | ?
O=C1C(=Cc2ccc(Br)o2)C(=O)c2ccccc21 | 6.3µM* | 3.2µM* | -26% | ? | -13% | -10% | 8.9µM* | -13%
COc1ccc(-c2csc(NC3OC(=O)c4c3ccc(OC)c4OC)n2)cc1OC (stereo unspecified) | ? | 13% | -3% | ? | 5% | 6% | i | -8%
CCOC(=O)C1=C(C)NC(C)=C(C(=O)OC)[C@@H]1c1cccc([N+](=O)[O-])c1 | / | / | -6%[53 µM] | / | 2%[53 µM] | 3%[21.6 µM] | -11%[25.9 µM] | -2%[25.5 µM]
COc1ccc(C2=NN(C(C#N)c3ccc(OC)cc3)C(c3ccccc3)C2)cc1 (stereo unspecified) | ? | 31%[activator] | -1% | -15% | 0% | -9% | -7% | ?
CC1(C)CNC(=O)c2sc(NC(=O)c3ccccc3)nc2C1 | -2% | 14% | -2% | 7% | 1% | 1% | -5% | ?
Cn1cc(C(=O)N2CCc3ccccc3C2)c(=O)c2cc(S(=O)(=O)N3CCOCC3)ccc21 | -2% | / | 0% | 3% | 5% | -2% | i | -1%
CC(C)(C)OC(=O)N1CCC(c2c(C(=O)NC3CCCCC3)cnn2-c2cccc(Cl)c2)CC1 | -4% | / | -7% | 3% | -4% | / | / | /
CCCCNC(=O)CCCN1C(=O)c2ccccc2Sc2ncccc21 | -5% | / | 0% | -4% | 1% | / | / | /
CCOc1ccc(CNc2cc(C)nc3nc(-c4cccc(C)c4)nn23)cc1OC | -7% | / | 1% | 6% | -4% | / | / | /
Cn1c(-c2cc(Br)ccc2O)n[nH]c1=S | -3% | 9%[11.4 µM] | -1% | -3% | -14% | 11% | 0% | ?
CCCc1nn(-c2cc(Cl)ccc2OC)c2c1C(=O)CC(C)(C)C2 | -19% | / | -1% | -2% | -5% | -8% | -11% | -5%
CCCCn1c(=O)n(CC(=O)NCc2ccc(C)cc2)c(=O)c2c1nc(CO)n2CCC | 9% | 39%[activator] | -1% | 2% | -13% | 6% | -10% | -8%
Cc1occc1C(=O)Nc1ccc(Br)cc1F | -4% | / | 1% | -5% | -16% | 22% | i | 2%
O=C(c1ccccc1Oc1ccccc1)N1CCN(c2ccccc2F)CC1 | -11% | / | 0% | -2% | 1% | -10% | -11% | 8%
CC(=O)N(c1nc(CCl)cs1)c1cccc(C)c1C | -2% | 3% | -1% | -5% | 1% | 3% | i | -20%
C/C(=N\N=C(N)N)c1cccc([N+](=O)[O-])c1 | -4% | 2% | -3% | -13% | 2% | 4% | -14% | 9%
C/C(=N\NC(=O)CC1N=C(Cc2ccccc2)NNC1=O)c1ccncc1 (stereo unspecified) | -8% | 4% | -1% | 5% | -3% | -4% | 1% | 3%
CN(Cc1ccccc1)S(=O)(=O)c1ccc(Cl)c(C(=O)O)c1 | 0% | / | 1% | 0% | -5% | -1% | -8% | -7%

Some of the entries above in another layout.
Results follow in this order: Tau ThT inhib | L3MBTL1 inh | TexasRed fluor | Tau fibril FP | TRb-SRC2 inh | GoLoco inh red | RECQ1 helicase | JMJD2E inh
CCOc1ccc(CNc2cc(C)nc3nc(-c4cccc(C)c4)nn23)cc1OC
 : -7% | / | 1% | 6% | -4% | / | / | /
Cn1c(-c2cc(Br)ccc2O)n[nH]c1=S
 : -3% | 9%[11.4 µM] | -1% | -3% | -14% | 11% | 0% | ?
CCCc1nn(-c2cc(Cl)ccc2OC)c2c1C(=O)CC(C)(C)C2
 : -19% | / | -1% | -2% | -5% | -8% | -11% | -5%
CCCCn1c(=O)n(CC(=O)NCc2ccc(C)cc2)c(=O)c2c1nc(CO)n2CCC
 : 9% | 39%[activator] | -1% | 2% | -13% | 6% | -10% | -8%
Cc1occc1C(=O)Nc1ccc(Br)cc1F
 : -4% | / | 1% | -5% | -16% | 22% | i | 2%
O=C(c1ccccc1Oc1ccccc1)N1CCN(c2ccccc2F)CC1
 : -11% | / | 0% | -2% | 1% | -10% | -11% | 8%
CC(=O)N(c1nc(CCl)cs1)c1cccc(C)c1C
 : -2% | 3% | -1% | -5% | 1% | 3% | i | -20%
C/C(=N\N=C(N)N)c1cccc([N+](=O)[O-])c1
 : -4% | 2% | -3% | -13% | 2% | 4% | -14% | 9%
C/C(=N\NC(=O)CC1N=C(Cc2ccccc2)NNC1=O)c1ccncc1 (stereo unspecified)
 : -8% | 4% | -1% | 5% | -3% | -4% | 1% | 3%
CN(Cc1ccccc1)S(=O)(=O)c1ccc(Cl)c(C(=O)O)c1
 : 0% | / | 1% | 0% | -5% | -1% | -8% | -7%
